High-throughput results: PubChem, several laboratories
HTRA1 inhibitor = HTRA1 (human) protease inhibition | Q92743 | recombinant HTRA1, FP-rhodamine activity-based probe, fluorescence polarization | inhibition, % at 5.96 µM | 0.5% of 340,000 active | AID 504803; in the data active = inhibition above about 36%;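 also: 0% = enzyme with DMSO and 100% = wells lacking enzyme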
rCAG RNA binder = binds r(CAG) RNA repeats | r(CAG) RNA repeat, TO-PRO-1 dye displacement fluorescence | inhibition, % at 3 µM | 1.3% of 370,000 active | AID 651821;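 active = inhibition above the plate cutoff, the mean of all test compounds on that plate plus 3 SD, cut at about 35% in these data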;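 also: 0% = DMSO alone and 100% = 100 µM mitoxantrone as full dye displacement; higher means more dye released from RNA so lower well fluorescence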
ARFGAP1 inh = rat ARFGAP1 inhibition; Q62848; Arfgap1-stimulated ARF1 GTP hydrolysis, GDP FP detection; inhibition, % at 16.5 µM; 0.26% of 360,000 active; AID 651572;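 active = inhibition above a per-plate limit, mean inhibition of low control wells plus 3 SD, cut at about 25% in these data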;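 also: 0% = DMSO wells with enzyme and 100% = wells lacking Arfgap1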
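Repeats: one replicate per compound; assay system: rat Arfgap1 catalytic domain, aa 1-136; times: enzyme reaction 120 min at 25 °C after 20 min preincubation; detection: FP of antibody-bound GDP Alexa 633 tracer, ex 620/em 688 nm; benchmarks: high control wells lacking Arfgap1, low control full reaction with DMSO; reagent: human ARF1(Δ1-17)-GTP substrate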
SMARCA2 act = SMARCA2 function activation, primary screen; 1% of 370,000 active; activation, % at 9.1 µM; AID 652017; MG213 cells, MMTV-luciferase reporter, dexamethasone, overnight; in the data active = activation above about 7.8%;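 also: 0% = vehicle wells and 100% = reference activator wells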
Rev-erbA mod = Rev-erb alpha (human) modulation. P20393. Rev-erbα–FITC-DNA binding, fluorescence polarization, 90 min. activity, % at 10 µM. 0.79% of 370,000 active. AID 1259318;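 active = activity above about 14%, limit read from the data; passing the limit was not always enough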;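 also: 0% = DMSO wells with 35 nM protein and 100% = DMSO wells with 750 nM protein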
NPR2 activator = GC-B (human) receptor activation | P20594 | HEK293-GC-B cells, CNP EC30, cGMP TR-FRET; 0% at EC30 CNP, 100% saturating CNP | activation, % at 10 µM | 0.11% of 370,000 active | AID 1920062;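 active = activation at 10 µM reaching about 35% in either raw or pattern-adjusted values, limit read from the data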
Target sequence (P20594 whole entry, looked up): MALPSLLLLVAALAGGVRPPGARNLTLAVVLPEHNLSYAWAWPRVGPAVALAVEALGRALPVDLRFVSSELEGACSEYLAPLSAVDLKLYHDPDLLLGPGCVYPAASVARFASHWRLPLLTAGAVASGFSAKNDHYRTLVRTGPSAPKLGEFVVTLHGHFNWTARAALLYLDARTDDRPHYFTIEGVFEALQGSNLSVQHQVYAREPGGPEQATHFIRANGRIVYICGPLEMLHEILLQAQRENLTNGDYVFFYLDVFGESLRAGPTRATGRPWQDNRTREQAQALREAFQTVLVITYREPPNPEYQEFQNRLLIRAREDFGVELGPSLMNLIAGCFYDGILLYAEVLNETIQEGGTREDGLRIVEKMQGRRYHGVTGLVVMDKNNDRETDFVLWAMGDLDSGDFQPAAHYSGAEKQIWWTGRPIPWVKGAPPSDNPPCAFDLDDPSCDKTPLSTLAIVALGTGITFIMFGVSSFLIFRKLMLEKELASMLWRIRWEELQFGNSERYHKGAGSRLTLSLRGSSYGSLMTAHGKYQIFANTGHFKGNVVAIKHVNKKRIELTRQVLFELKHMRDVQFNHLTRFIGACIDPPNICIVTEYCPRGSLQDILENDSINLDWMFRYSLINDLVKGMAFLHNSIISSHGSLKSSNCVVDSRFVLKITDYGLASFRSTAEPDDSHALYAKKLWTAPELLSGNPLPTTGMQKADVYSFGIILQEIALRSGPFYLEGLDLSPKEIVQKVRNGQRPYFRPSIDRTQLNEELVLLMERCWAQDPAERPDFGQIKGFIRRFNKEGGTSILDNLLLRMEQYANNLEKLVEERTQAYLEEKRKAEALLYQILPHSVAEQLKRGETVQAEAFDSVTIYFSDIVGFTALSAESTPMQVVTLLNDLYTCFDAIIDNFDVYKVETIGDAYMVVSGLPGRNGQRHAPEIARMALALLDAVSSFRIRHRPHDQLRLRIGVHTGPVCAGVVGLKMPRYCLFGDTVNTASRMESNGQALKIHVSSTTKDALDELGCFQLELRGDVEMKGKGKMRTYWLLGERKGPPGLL
NPR1 activator = GC-A (human) enzyme activation. P16066. HEK293 GC-A cells, cGMP TR-FRET, EC30 ANP; 0% at EC30 ANP, 100% saturating ANP. AID 1671463. activation, % at 10 µM. 0.14% of 370,000 active; in the data active = activation above about 40%
PG9 Ab binder = PG9 antibody binding by small molecule. AID 624416. TR-FRET gp120-PG9 antibody binding. inhibition, % at 6.7 µM. 0.43% of 360,000 active; in the data active = inhibition above about 8.5%
ASAP1 GAP inh = inhibitors of human ASAP1 ArfGAP activity. Q9ULH1. ASAP1-stimulated ARF1 GTP hydrolysis, GDP FP detection. inhibition, % at 16.5 µM. 0.19% of 360,000 active. AID 624377; in the data active = inhibition above about 25%;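 also: 0% = vehicle with enzyme and substrate and 100% = no enzyme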
ABHD4 inh = ABHD4 (mouse) inhibition, primary FP screen; purified mABHD4, FP-Rh probe fluorescence polarization; inhibition, % at 8.92 µM; 0.54% of 370,000 active;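 active = inhibition exceeding the mean over every tested compound plus 3 SD, cut at about 30% in these data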;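 also: 0% = plate median of compound wells and 100% = S159A mutant with DMSO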
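Material: mouse ABHD4 enzyme, wild type; Benchmarks: S159A mutant high control, sample median low control; Buffer or medium: HEPES pH 7.0, NaCl, Pluronic buffer; Signal: fluorescence polarization; Read-out: percent inhibition of probe binding, normalized to plate controls; Timing: pre-incubation 45 min, probe exposure 60 min, at 25 °C; Dosing: 8.92 µM, single dose.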
* hit, by the source's call.

`Cc1cc(=O)[nH]c(SCC(=O)Nc2ccc(Cl)cc2C)n1` gave rCAG RNA binder 4, SMARCA2 act -3, Rev-erbA mod 5, NPR2 activator -3, NPR1 activator -4 and ABHD4 inh 0.
Screening COc1ccc(/C=C/CN2CCN(Cc3ccccc3)C(CCO)C2)cc1 (configuration not stated) returned HTRA1 inhibitor -1, rCAG RNA binder -9, ARFGAP1 inh -11, SMARCA2 act 0, Rev-erbA mod 4, NPR2 activator -5, NPR1 activator 1, PG9 Ab binder 0.5, ASAP1 GAP inh 6 and ABHD4 inh -1.
Screening Cc1ccc(S(=O)(=O)NC2=NCN(C3CCCCC3)CN2)cc1 returned HTRA1 inhibitor 6, rCAG RNA binder 1, ARFGAP1 inh 0, SMARCA2 act 0, Rev-erbA mod -3, NPR2 activator 7, NPR1 activator 3, PG9 Ab binder -2.3, ASAP1 GAP inh 11 and ABHD4 inh -4.
c1ccc(-c2ccccc2OCCn2cncn2)cc1 was read as HTRA1 inhibitor 2, rCAG RNA binder -4, ARFGAP1 inh -10, SMARCA2 act -4, Rev-erbA mod 1, NPR2 activator 2, NPR1 activator -3, PG9 Ab binder 0.4, ASAP1 GAP inh -5 and ABHD4 inh 3.
For CC1(C(=O)Nc2nccs2)Cc2ccccc2C(=O)O1 (configuration not stated) the results were HTRA1 inhibitor 4, rCAG RNA binder 7, ARFGAP1 inh 2, SMARCA2 act -1, Rev-erbA mod -5, NPR2 activator 4, NPR1 activator 4, PG9 Ab binder 0.5, ASAP1 GAP inh -4 and ABHD4 inh 7.
Screening Cc1cc(SCC(=O)c2ccccc2)n2ncc(-c3ccccc3)c2n1 returned HTRA1 inhibitor -12, rCAG RNA binder 5, ARFGAP1 inh 13, SMARCA2 act 4, Rev-erbA mod 3, NPR2 activator 2, NPR1 activator 1, PG9 Ab binder -2.4, ASAP1 GAP inh -16 and ABHD4 inh -7.
CCOC(=O)N1CCN(S(=O)(=O)c2ccc(C(=O)Nc3sc4c(c3C(N)=O)CCN(CC)C4)cc2)CC1 was read as HTRA1 inhibitor 3, rCAG RNA binder 10, ARFGAP1 inh -2, SMARCA2 act -4, Rev-erbA mod 2, NPR2 activator -3, NPR1 activator -1, PG9 Ab binder -1.3, ASAP1 GAP inh 2 and ABHD4 inh -6.
Screening CNc1ccc(/C=C(\CCC(=O)O)c2nc3ccccc3s2)cc1[N+](=O)[O-] returned HTRA1 inhibitor 8, rCAG RNA binder 78*, ARFGAP1 inh 2, SMARCA2 act 1, Rev-erbA mod 2, NPR2 activator -5, NPR1 activator -5, PG9 Ab binder -4.4, ASAP1 GAP inh 30* and ABHD4 inh 47*.
`O=C(N/N=C/c1ccccc1[N+](=O)[O-])c1ccc2nc[nH]c2c1` gave HTRA1 inhibitor -7, rCAG RNA binder -1, ARFGAP1 inh 7, SMARCA2 act 4, Rev-erbA mod -3, NPR2 activator -8, NPR1 activator -1, PG9 Ab binder 2.0, ASAP1 GAP inh -1 and ABHD4 inh 8.
For CCN(CC)S(=O)(=O)c1ccc(NC(=O)Cn2c(=O)sc3ccccc32)cc1 the results were HTRA1 inhibitor -30, rCAG RNA binder 5, ARFGAP1 inh -9, SMARCA2 act -3, Rev-erbA mod -4, NPR2 activator -5, NPR1 activator -2, PG9 Ab binder -1.3, ASAP1 GAP inh 0 and ABHD4 inh -3.
Screening C#CCn1cc[n+](CC(=O)N(C)C)c1 returned HTRA1 inhibitor -1, rCAG RNA binder 1, ARFGAP1 inh -2, SMARCA2 act 3, Rev-erbA mod 0, NPR2 activator 5, NPR1 activator 3, PG9 Ab binder -0.7, ASAP1 GAP inh -11 and ABHD4 inh -1.
For Fc1ccc(CCNC(=S)Nc2ccc(F)cc2)cc1 the results were HTRA1 inhibitor -11, rCAG RNA binder -5, ARFGAP1 inh 7, SMARCA2 act 7, Rev-erbA mod 1, NPR2 activator 2, NPR1 activator 5, PG9 Ab binder 1.6, ASAP1 GAP inh 4 and ABHD4 inh -6.
`Cn1nc(-c2ccc(N3CCN(CCO)CC3)c([N+](=O)[O-])c2)c2ccccc2c1=O` gave HTRA1 inhibitor 1, rCAG RNA binder -3, ARFGAP1 inh 7, SMARCA2 act 0, Rev-erbA mod 1, NPR2 activator 6, NPR1 activator 3, PG9 Ab binder -1.8, ASAP1 GAP inh 10 and ABHD4 inh -2.
`CN(C(=O)COC(=O)c1cc(F)c(F)cc1Cl)c1ccccc1` gave HTRA1 inhibitor 2, rCAG RNA binder -4, ARFGAP1 inh -8, SMARCA2 act -3, Rev-erbA mod -2, NPR2 activator -1, NPR1 activator 20, PG9 Ab binder -0.9, ASAP1 GAP inh 3 and ABHD4 inh -2.
Screening CCCN1C(=O)CC(c2ccc(OC)c(OC)c2)C1=O (configuration not stated) returned rCAG RNA binder 2, ARFGAP1 inh 5, SMARCA2 act 3, Rev-erbA mod -7, NPR2 activator -2, NPR1 activator 2, PG9 Ab binder -0.3, ASAP1 GAP inh 8 and ABHD4 inh -2.
Screening COc1ccc(S(=O)(=O)Nc2ccc3c(c2)C(=O)N([C@H](C)CO)C[C@H](C)[C@@H](CN(C)Cc2ccncc2)OCCCC[C@@H](C)O3)cc1 returned HTRA1 inhibitor 2, rCAG RNA binder 4, ARFGAP1 inh -4, SMARCA2 act -2, Rev-erbA mod -3, NPR2 activator 6, NPR1 activator -2, PG9 Ab binder -0.8, ASAP1 GAP inh -18 and ABHD4 inh 6.
Screening Cc1ccc(-n2c(CNc3ccc(F)cc3)nnc2SCC(=O)N2CCCC2)cc1 returned HTRA1 inhibitor 10, rCAG RNA binder -8, ARFGAP1 inh -2, SMARCA2 act -2, Rev-erbA mod -1, NPR2 activator -5, NPR1 activator 1, PG9 Ab binder -0.5, ASAP1 GAP inh 8 and ABHD4 inh 6.
For COc1cccc(CNC(=O)[C@H]2CCCN2C(=O)[C@H]2CCCN2C(=O)c2ccc(Cl)cc2)c1 the results were rCAG RNA binder 2, ARFGAP1 inh -1, SMARCA2 act -1, Rev-erbA mod -4, NPR2 activator -1, NPR1 activator -2, PG9 Ab binder -1.0, ASAP1 GAP inh 4 and ABHD4 inh 5.
CC(C)CNC(=O)CSc1nnc(-c2ccc(Cl)cc2)n1N was read as HTRA1 inhibitor -2, rCAG RNA binder -4, ARFGAP1 inh 6, SMARCA2 act 3, Rev-erbA mod -4, NPR2 activator -5, NPR1 activator -2, PG9 Ab binder 0.5, ASAP1 GAP inh -5 and ABHD4 inh -4.
For CCOC(=O)C1=CC[C@@H](c2cc3cc(OC)ccc3n2C)N(S(=O)(=O)c2ccc(C)cc2)[C@H]1C(=O)OCC the results were HTRA1 inhibitor -5, rCAG RNA binder 1, ARFGAP1 inh 4, SMARCA2 act 1, Rev-erbA mod 0, NPR2 activator 6, NPR1 activator 0, PG9 Ab binder -2.3, ASAP1 GAP inh -5 and ABHD4 inh 4.
Screening CCCc1cc(=O)[nH]c(SCC(=O)N(CC(C)C)C2CCS(=O)(=O)C2)n1 (configuration not stated) returned HTRA1 inhibitor 13, rCAG RNA binder 1, ARFGAP1 inh -3, SMARCA2 act 0, Rev-erbA mod -3, NPR2 activator 4, NPR1 activator -2, PG9 Ab binder -0.5, ASAP1 GAP inh -10 and ABHD4 inh 8.
`Cc1ccc(CN2C(=O)C(=O)c3cc(C)ccc32)cc1` gave HTRA1 inhibitor -53, rCAG RNA binder 1, ARFGAP1 inh -11, SMARCA2 act 0, Rev-erbA mod -6, NPR2 activator -2, NPR1 activator -4, PG9 Ab binder -1.4, ASAP1 GAP inh -7 and ABHD4 inh 10.
For COc1ccc(CN2CC34C=CC(O3)C(C(=O)O)C4C2=O)cc1 (configuration not stated) the results were HTRA1 inhibitor 5, rCAG RNA binder 1, ARFGAP1 inh -2, SMARCA2 act -3, Rev-erbA mod -2, NPR2 activator 7, NPR1 activator 2, PG9 Ab binder -1.1, ASAP1 GAP inh 8 and ABHD4 inh 2.
For Cc1cc(NC(=O)CSc2nnc(Cn3c(=O)sc4ccccc43)n2-c2ccccc2C)no1 the results were HTRA1 inhibitor -1, rCAG RNA binder 4, ARFGAP1 inh -3, SMARCA2 act 1, Rev-erbA mod 1, NPR2 activator 4, NPR1 activator 0, PG9 Ab binder 0.1, ASAP1 GAP inh -2 and ABHD4 inh -1.

Quoted at random: 2 entries already listed, in no set order.
`Cc1ccc(CN2C(=O)C(=O)c3cc(C)ccc32)cc1` gave HTRA1 inhibitor -53, rCAG RNA binder 1, ARFGAP1 inh -11, SMARCA2 act 0, Rev-erbA mod -6, NPR2 activator -2, NPR1 activator -4, PG9 Ab binder -1.4, ASAP1 GAP inh -7 and ABHD4 inh 10.
For COc1cccc(CNC(=O)[C@H]2CCCN2C(=O)[C@H]2CCCN2C(=O)c2ccc(Cl)cc2)c1 the results were rCAG RNA binder 2, ARFGAP1 inh -1, SMARCA2 act -1, Rev-erbA mod -4, NPR2 activator -1, NPR1 activator -2, PG9 Ab binder -1.0, ASAP1 GAP inh 4 and ABHD4 inh 5.

Later entries.
Screening CCOC(=O)c1ccc(S(=O)(=O)NC2CCCCCCC2)n1C returned HTRA1 inhibitor -1, rCAG RNA binder -4, ARFGAP1 inh 1, SMARCA2 act -1, Rev-erbA mod 2, NPR2 activator -2, NPR1 activator 4, PG9 Ab binder -1.6, ASAP1 GAP inh 7 and ABHD4 inh -2.
`Cc1ccc(-c2nc(CS(=O)CC(=O)NCCN3CCCCC3C)c(C)o2)cc1` (configuration not stated) gave HTRA1 inhibitor 2, rCAG RNA binder -8, ARFGAP1 inh 1, SMARCA2 act -1, Rev-erbA mod -6, NPR2 activator 3, NPR1 activator 3, PG9 Ab binder 1.3, ASAP1 GAP inh -6 and ABHD4 inh 0.
For COC1=C[C@H](C(=O)NCc2ccccn2)[C@H](C)[C@@H](c2ccccc2)CC1=O the results were rCAG RNA binder 5, SMARCA2 act -5, Rev-erbA mod 5, NPR2 activator 3, NPR1 activator 0 and ABHD4 inh 3.
Screening CCCCN(C(=O)c1cc(-c2ccc(F)cc2)nc2ccccc12)c1c(N)n(CCCC)c(=O)[nH]c1=O returned HTRA1 inhibitor -19, rCAG RNA binder 7, ARFGAP1 inh 4, SMARCA2 act 2, Rev-erbA mod 4, NPR2 activator 1, NPR1 activator -5, PG9 Ab binder 2.5, ASAP1 GAP inh 2 and ABHD4 inh 3.
O=C(O)C1CCCCC1C(=O)NCCc1cccc(Cl)c1 (configuration not stated) was read as HTRA1 inhibitor -1, rCAG RNA binder 1, ARFGAP1 inh 14, SMARCA2 act -3, Rev-erbA mod 3, NPR2 activator 7, NPR1 activator 0, PG9 Ab binder 0.3, ASAP1 GAP inh 8 and ABHD4 inh 1.
COc1ccc(N/C(N)=N/c2nc(C)cc(=O)[nH]2)cc1 was read as HTRA1 inhibitor -1, rCAG RNA binder 1, ARFGAP1 inh -6, SMARCA2 act 0, Rev-erbA mod -4, NPR2 activator -1, NPR1 activator -3, PG9 Ab binder -2.4, ASAP1 GAP inh 3 and ABHD4 inh -2.
Screening O=C1CC(c2ccc3c(c2)OCO3)Sc2nc3ccccc3n21 (configuration not stated) returned HTRA1 inhibitor -5, rCAG RNA binder 0, ARFGAP1 inh 11, SMARCA2 act -1, Rev-erbA mod 3, NPR2 activator 4, NPR1 activator -3, PG9 Ab binder 0.7, ASAP1 GAP inh -1 and ABHD4 inh 2.
